Source: PubChem (several laboratories)
Fam108B counter – blocks mouse Fam108B hydrolase in RBBP9 counter-screen | recombinant Fam108B, FP-Rh probe fluorescence polarization | inhibition, % at 9.51 µM | hit rate 0.33% among 300,000;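 active means inhibition above the screen mean inhibition plus 3 SD, computed separately per campaign, cut at about 18% in these data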;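 further: inhibitors lower polarization as less probe binds the enzyme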
MEX-5 binding – C. elegans MEX-5 TCR-2 RNA binding activity; MEX-5/FITC-TCR2 RNA binding, fluorescence polarization; stronger effect = lower value; activity score (negative = inhibition of binding), % at 10 µM; hit rate 0.38% among 300,000; Q9XUB2; AID 1832;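 active means inhibition past about -25% in most replicates, and total fluorescence under double the plate's negative control median, limit read from the data; inconclusive means replicates evenly split on the limit, or fluorescence at least double controls; inactive means too little inhibition in most replicates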;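 further: 0% = DMSO and -100% = 5 µM competing unlabeled TCR2 RNA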
BCLXL inh – inhibitors of human Bcl-xL | Q07817 | GST-Bcl-xL / FITC-Bim BH3 peptide fluorescence polarization | inhibition, % at 10.9 µM | hit rate 0.7% among 320,000 | AID 2129;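 active means inhibition above the mean of all tested compounds plus 3 SD, cutoff set per campaign, cut at about 30% in these data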;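 further: 0% = DMSO wells and 100% = unlabeled Bim-BH3 peptide competitor; inhibitors lower millipolarization by displacing the labeled peptide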
GRK2 aptamer HTS – blocks RNA aptamer binding to human GRK2. bead flow cytometry, FAM-aptamer displacement from GRK2. inhibition of aptamer binding, % at 10 µM. P25098. hit rate 0.59% among 330,000;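 active means inhibition of aptamer binding above 40%, roughly 3 SD of noise, on plates passing a quality check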;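 further: median bead fluorescence of bound FAM aptamer so fluorescent compounds give negative values; no value below 0 was filed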
Target sequence (P25098 whole entry, looked up): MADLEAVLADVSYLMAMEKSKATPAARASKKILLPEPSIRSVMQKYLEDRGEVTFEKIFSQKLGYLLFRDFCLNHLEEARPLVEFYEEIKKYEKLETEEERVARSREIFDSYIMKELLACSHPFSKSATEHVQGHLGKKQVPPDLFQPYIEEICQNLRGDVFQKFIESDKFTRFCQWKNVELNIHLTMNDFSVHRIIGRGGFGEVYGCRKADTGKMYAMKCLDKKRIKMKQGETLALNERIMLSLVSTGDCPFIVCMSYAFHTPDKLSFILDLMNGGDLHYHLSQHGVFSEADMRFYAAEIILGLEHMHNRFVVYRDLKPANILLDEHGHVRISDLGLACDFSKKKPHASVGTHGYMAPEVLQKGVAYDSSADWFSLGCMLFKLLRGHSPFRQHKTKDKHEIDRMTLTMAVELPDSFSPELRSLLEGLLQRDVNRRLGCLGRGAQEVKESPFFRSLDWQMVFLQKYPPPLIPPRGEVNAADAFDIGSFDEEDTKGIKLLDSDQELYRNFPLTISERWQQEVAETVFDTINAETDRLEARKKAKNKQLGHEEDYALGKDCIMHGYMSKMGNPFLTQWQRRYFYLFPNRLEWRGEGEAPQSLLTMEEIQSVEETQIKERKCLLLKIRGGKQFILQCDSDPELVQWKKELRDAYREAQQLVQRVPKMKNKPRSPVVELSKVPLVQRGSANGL
GLD-1 TGE inh – GLD-1-TGE RNA interaction inhibition (C. elegans). purified GLD-1 + fluorescein TGE RNA, fluorescence polarization. AID 2280. Q17339. inhibition, % at 5.96 µM. hit rate 0.44% among 320,000;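 active means percent inhibition above a per-plate cutoff, the plate mean of test compounds plus 3 SD, cut at about 30% in these data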;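 further: 0% = DMSO wells with GLD-1 and probe and 100% = wells lacking GLD-1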
AGP1-GFP MLPCN – alters AGP1-GFP fluorescence in TOR pathway yeast screen | S. cerevisiae AGP1-GFP multiplex flow cytometry, 3 h; GFP as percent of DMSO wells | AID 2066 | hit rate 0.02% among 320,000 | GFP response vs DMSO, % at 10 µM;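 active means GFP response relative to DMSO above a set limit, near screen average plus 3 SD, cut at about 150% in these data; inconclusive means fewer than 70 cells counted for the yeast strain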;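 further: median GFP channel fluorescence of the gated AGP1 strain per well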
MCL1 BIM primary – disrupts human MCL1 binding to BIM-BH3 peptide; Q07820; GST-MCL1 / FITC-Bim-BH3 fluorescence polarization; AID 2057; inhibition, % at 10.9 µM; hit rate 0.68% among 320,000;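 active means inhibition above the mean inhibition of all tested compounds plus 3 SD, set per campaign, cut at about 40% in these data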;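 further: 0% = DMSO wells and 100% = unlabeled Bim-BH3 peptide control; higher means more loss of mP so more displacement of Bim peptide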
Target sequence (Q07820 whole entry, looked up): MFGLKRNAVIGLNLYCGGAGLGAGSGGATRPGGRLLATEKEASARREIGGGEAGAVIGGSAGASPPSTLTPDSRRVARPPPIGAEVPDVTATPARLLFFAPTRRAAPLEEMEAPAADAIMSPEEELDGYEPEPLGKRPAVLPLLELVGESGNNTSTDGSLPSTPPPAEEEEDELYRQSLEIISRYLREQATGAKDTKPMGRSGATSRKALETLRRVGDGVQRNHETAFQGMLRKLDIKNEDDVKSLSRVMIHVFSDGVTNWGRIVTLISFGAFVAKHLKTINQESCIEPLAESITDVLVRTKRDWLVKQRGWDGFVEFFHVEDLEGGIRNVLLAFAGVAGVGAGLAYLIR
VLA-4 inh – inhibition in a human VLA-4 binding assay; P13612; VLA-4 expressing cells, ligand binding flow cytometry; inhibition, % (about 7 µM as worked out from the volumes in the protocol); hit rate 0.2% among 330,000; AID 2557; in the data active means inhibition above about 50%
CIT2-GFP yeast – modulators of TOR pathway CIT2-GFP in S. cerevisiae | S. cerevisiae CIT2-GFP strain, flow cytometry, 3 h; 100 means same as DMSO wells | hit rate 0.065% among 320,000 | AID 2029 | GFP response vs DMSO, % at 10 µM;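 active means GFP response relative to DMSO above a set limit, near the screen mean plus 3 SD, cut at about 150% in these data; inconclusive means Fewer than 70 cells measured for a yeast strain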;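 further: ratio of well median GFP fluorescence to mean of DMSO wells on the plate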
The depositor's hits bear a star; ? = inconclusive; . = no result given; [ ] = another dose, or the depositor's remark.

SMILES	Fam108B counter	MEX-5 binding	BCLXL inh	GRK2 aptamer HTS	GLD-1 TGE inh	AGP1-GFP MLPCN	MCL1 BIM primary	VLA-4 inh	CIT2-GFP yeast
S=C(Nc1ccc(Cl)cc1)Nc1cccc2cnccc12	2	-2.7	15	8	1	101	22	-15	100
O=C(Nc1nnc(S(=O)(=O)N2CCCC2)s1)c1cccc([N+](=O)[O-])c1	2	-0.3	3	1	5	108	5	-1	112
Cc1ccccc1CN(C)CC(=O)Nc1c(C)cccc1C(C)C	0	-1.2	1	3	-1	103	4	0	105
C/C(=C\C(=O)Nc1nccs1)c1ccccc1	5	1.4	4	0	0	93	3	-4	108
Cc1ccc(C)c(-n2c(SCC(=O)NC(C(=O)O)C(C)C)nnc2-c2cccc(Cl)c2)c1 (centres undefined)	0	-1.9	2	0	8	93	0	4	93
O=C(Nc1cccc(F)c1)c1cccnc1NCCc1ccccc1	-10	4.0	3	2	4	86	-1	8	93
Cc1ccccc1Nc1cc(C(=O)NCc2ccco2)c2ccccc2n1	4	0.5	3	0	-1	87	1	-4	87
COc1ccc(S(=O)(=O)N2CCC(C(=O)N[C@@H](C)C(=O)N3CCCCCC3)CC2)cc1	4	-2.5	-1	0	4	106	0	-4	108
CCOC(=O)c1oc2nc(C(C)C)c3c(c2c1N)CCC3	3	-1.0	0	1	10	106	-3	32	99
N=c1c2c3c(sc2ncn1Cc1ccccc1)CCCC3	0	-0.4	2	0	7	104	5	0	108
Cc1nc2nc(-c3ccccc3)cc(=O)n2[nH]1	1	1.2	3	2	11	101	1	13	96
Cc1cc(N2CCN(S(=O)(=O)c3ccc4ccccc4c3)CC2)n2ncnc2n1	2	2.8	7	4	-1	108	2	2	94
COc1ccc(C([O-])=Nc2ccc[n+](-c3nc4ccccc4nc3NS(=O)(=O)c3ccccc3)c2)cc1	-5	.	8	0	5	100	0	13	99
CCOc1ccc(NC(=O)CCN2C(=O)CSc3ccccc32)cc1	.	.	-13	4	3	102	-16	24	88
COC(=O)c1cnc(NNC(=O)c2ccc([N+](=O)[O-])cc2)nc1C(F)(F)F	1	-3.0	0	1	-10	94	9	-3	94
COc1ccc(C(O)Cc2nc3ccccc3n2C)cc1OC (centres undefined)	-1	-1.1	-3	0	14	95	5	-1	86
CC(=O)N[C@@H](Cc1c[nH]c2ccccc12)C(=O)NC1CC1	2	1.7	2	2	1	96	-6	13	99
Cc1ccc(N(Cc2ccccc2)C(=O)c2cccc(S(=O)(=O)N3CC(C)OC(C)C3)c2)cc1 (centres undefined)	1	-1.5	2	0	11	96	2	3	89
COc1ccc2cc3cc(C(=O)N4CCN(Cc5ccc6c(c5)OCO6)CC4)oc3nc2c1	2	0.8	7	2	7	98	0	-8	.
COc1cc(C2CC(=O)N3CN(c4ccccc4C)CSC3=C2C#N)cc(OC)c1OC (centres undefined)	1	2.0	-5	3	-1	108	-4	-1	109
CN1CCN(NC(=O)c2cn(-c3ccccc3)nc2-c2cccc(Br)c2)CC1	-1	2.3	0	0	0	87	2	8	.
CCOC1(C(F)(F)F)NC(=O)N(Cc2ccc(OC)cc2)C1=O (centres undefined)	2	2.2	7	0	5	103	6	-14	108
CCCCOc1ccccc1C1CC(=O)NC2=C1C(=O)CCC2 (centres undefined)	0	0.9	4	0	3	115	4	2	114
Cn1c(CS/C(N)=N/N=C/c2ccccc2)c(Br)c(=O)n1-c1ccccc1	3	-1.7	10	2	0	95	13	1	96
COc1cccc(C2C(C(=O)c3sc(C)nc3C)=C(O)C(=O)N2CCN2CCOCC2)c1 (centres undefined)	-4	1.2	10	0	2	101	4	-7	100
C=CCCCCCCCCc1nc(SCC(=O)O)n[nH]1	-2	-0.6	-1	2	1	105	-3	0	85
O=C(Nc1ccc(F)cc1)Nc1ccc(NC(=O)c2ccccc2O)cc1	2	-0.6	1	16	-2	111	1	-2	100
O=C(Nc1ccccc1)C1=C[C@@H](c2ccc(C(F)(F)F)cc2)C[C@@H](OCCCCO)O1	-2	4.8	2	.	16	.	2	.	.
COc1ccc(-c2cc(C(F)(F)F)c3c(N)c(C(=O)NCCSC)sc3n2)cc1	-2	?	80*	3	58*	104	78*	-53	112
COC(=O)[C@H](CC(C)C)NC(=O)NC1CCCCC1C (some centres undefined)	0	0.6	4	0	9	98	-3	6	99
Fc1ccc(C2C3=C(Nc4ncnn42)c2ccccc2OC3c2ccncc2)cc1 (centres undefined)	1	0.9	8	0	2	107	6	-18	111
CC(NC(=O)C1C2C=CC(C2)C1C(=O)O)c1ccccc1 (centres undefined)	0	2.9	4	0	0	104	0	9	93
CSCC[C@H](NC(=O)CCNC(C)=O)c1nc2ccccc2[nH]1	-1	-1.3	2	0	5	101	2	3	98
CN(C)CCNC(=O)/C=C/c1cn(-c2ccccc2)nc1-c1cc2ccccc2oc1=O	1	-2.2	6	0	-3	76	-1	-5	94
Cc1cc(-c2ccc(C)c(S(=O)(=O)NCCN3CCC(C)CC3)c2)on1	-4	-2.2	6	0	8	103	-1	5	92
OCC[C@@H]1C[C@H](O)[C@@H](O)[C@]2(CCCCO2)O1	6	-0.7	4	2	-4	98	5	-9	101
Cc1c(C(c2ccccc2Br)c2c(C)n(C)n(-c3ccccc3)c2=O)c(=O)n(-c2ccccc2)n1C	-2	-1.5	5	1	6	104	7	-3	103
Cc1cccc(Cc2nnc(CCC(=O)N(C)CCc3ccccc3)o2)c1	3	0.0	3	0	-4	94	7	7	96
Cc1cccc2cc(C#N)c(SCCN3CCCCC3)nc12	4	-0.8	8	0	-7	103	10	-13	93
CCCCn1c(N)c(N(CC(C)C)C(=O)c2ccco2)c(=O)[nH]c1=O	2	1.2	-13	1	-1	107	-17	-1	107
O=C(COc1ccc2c(c1)CCC2)NCc1ccc(Cl)cc1	-1	-1.5	3	2	-1	106	1	2	101
Cc1cc(=O)oc2c(CN3CCN(CCO)CC3)c(O)ccc12	3	0.6	2	2	14	103	-2	5	102
CCOC(=O)N1CCC(Nc2c(NCCCN3CCN(c4ccc(OC)cc4)CC3)c(=O)c2=O)CC1	0	1.6	3	0	-2	103	3	-4	111
O=C1Nc2ccccc2C12OC1CCCCC1O2 (centres undefined)	2	2.1	7	2	6	102	3	22	103
CCOc1ccc(N(C(=O)CNS(=O)(=O)c2ccccc2)C(CC)C(=O)NCc2ccco2)cc1 (centres undefined)	0	2.3	1	0	3	94	-4	7	101
Cc1cccc(NC(=O)c2c(C)cc(=O)oc2C)n1	-1	-3.3	3	2	3	108	-2	10	108
CCS(=O)(=O)N1CCN=C1SCc1ccc(F)cc1	3	-0.6	-1	3	-12	104	-4	1	98
N#Cc1ccc(Sc2ccccn2)c([N+](=O)[O-])c1	-4	0.7	7	0	3	99	-2	0	98
O=C1COc2ccc(NC(=O)N3CCN(c4ccc(F)cc4)CC3)cc2N1	-2	-0.9	8	0	1	101	6	9	.
NC(=O)c1nsc(C(=O)N(c2ccc(F)cc2)C(C(=O)NCC2CCCO2)c2ccc3ncccc3c2)c1N (centres undefined)	4	1.3	6	3	-5	101	7	5	112
CCN(CC)S(=O)(=O)c1ccc(-c2cn3cc(Cl)ccc3n2)cc1	-4	2.0	-1	0	-3	97	2	-3	96
Fc1ccc2[nH]c3c(NCCN4CCOCC4)ncnc3c2c1	9	2.0	3	1	-1	100	1	4	107
CCc1cc2c(=O)c(-c3nc4ccccc4n3C)coc2c(CN2CCN(C)CC2)c1O	-1	-0.4	3	7	-8	105	-4	7	.
CCn1cc(S(=O)(=O)NCc2ccc3c(c2)OCO3)cn1	0	1.1	1	7	5	102	3	1	104
CCN(CC)CCn1c2c(c(SCC(=O)NCc3ccccc3)nc1=O)CCC2	0	-0.7	3	2	9	110	6	0	102
C=C(C)[C@@H]1CC[C@]2(C(=O)O)CC[C@]3(C)[C@H](CC[C@@H]4[C@@]5(C)CC[C@H](O)C(C)(C)[C@@H]5CC[C@]43C)[C@@H]12	-26	1.2	1	0	2	105	7	34	88
CC1CN(C(=O)c2ccccc2)C(=Nc2cccc(S(=O)(=O)N(C)C)c2)S1 (centres undefined)	-3	.	6	1	4	98	-1	5	94
CCOC(=O)CNC(=O)CSc1nc(Cc2ccccc2)nc2ccccc12	1	-0.1	4	2	7	98	5	-1	98
Cc1ccc(F)cc1NC(=O)N1CCN(c2ccnc3cc(Cl)ccc23)CC1	1	-2.3	3	2	0	105	5	29	102
Cc1cccc(OCCn2ccnc2)c1C	.	0.0	.	0	.	105	.	3	102

Entries listed so far shown as hits in MCL1 BIM primary:
molecule	MEX-5 binding	BCLXL inh	GRK2 aptamer HTS	GLD-1 TGE inh	AGP1-GFP MLPCN	MCL1 BIM primary	VLA-4 inh	CIT2-GFP yeast
COc1ccc(-c2cc(C(F)(F)F)c3c(N)c(C(=O)NCCSC)sc3n2)cc1	?	80*	3	58*	104	78*	-53	112

Next section
SMILES	Fam108B counter	MEX-5 binding	BCLXL inh	GRK2 aptamer HTS	GLD-1 TGE inh	AGP1-GFP MLPCN	MCL1 BIM primary	VLA-4 inh	CIT2-GFP yeast
CCC1CCc2sc(C(=O)NNC(=S)NCC3CCCO3)cc2C1 (centres undefined)	.	.	-1	3	-4	93	-2	-9	88
c1ccc2c(c1)COC(CN1CCCCC1)OC2	2	2.1	5	0	3	100	5	6	97
Cc1cc(NCCN2CCOCC2)n2c(nc3ccccc32)c1C#N	-1	-1.2	-2	1	5	100	2	-3	107
Cc1ccc(S(=O)(=O)NCC(=O)N(CC(=O)NCc2ccco2)Cc2ccco2)cc1	3	0.8	-1	5	-5	90	-3	8	94
Cc1cc(C)c(NC(=O)c2ccc(CNS(=O)(=O)c3cc(C(F)(F)F)ccc3Cl)cc2)c(C)c1	-12	2.3	8	7	-2	112	6	-2	115
Cc1cc(=O)oc2cc(O[C@@H]3O[C@H](CO)[C@H](O)[C@H](O)[C@H]3O)ccc12	0	-0.3	0	1	1	101	-5	-4	103
CCc1nnc(NC(=O)c2c(O)c3c([nH]c2=O)CCCC3)s1	-4	-0.7	-8	0	-1	96	-14	8	95
O=C1CC(C(=O)N(c2cccc(F)c2)C(C(=O)NC2CCCC2)c2ccccn2)CS1 (centres undefined)	10	-0.3	-3	2	-2	109	-9	-2	109
CCOc1ccc(NS(=O)(=O)c2cc(OCC(N)=O)c(C)cc2Cl)cc1	2	-0.9	7	14	0	94	11	17	97
O=C(O)C1CCN(S(=O)(=O)c2ccc(Oc3ccccc3)cc2)CC1	-2	2.0	4	1	6	101	4	12	.
CC(C)N(CC(=O)Nc1ccc(Cl)cc1C(F)(F)F)C(=O)CCl	-2	1.6	7	0	-1	97	4	16	98
CCN(CC(=O)Nc1ccc(NC(C)=O)cc1)C(=O)c1oc2ccccc2c1C	1	1.2	-2	3	-6	91	-3	7	85
O=C(NCCc1cccs1)C1CC(c2cccc(F)c2)=NO1 (centres undefined)	-2	2.4	2	2	-1	99	-3	4	76
CC(=O)n1cc(/C=N/NC(=O)c2ccccc2O)c2ccccc21	6	-4.5	5	0	0	103	12	10	101
COc1ccc(C2=CC3=C(Br)C(=O)C(C)(OC(=O)c4cccs4)C(=O)C3=CO2)cc1 (centres undefined)	8	-34*	20	6	13	18[may fluoresce violet]	42*	-6	?
O=C(/C=C/c1ccc([N+](=O)[O-])cc1)NCCc1ccc(F)cc1	0	0.6	4	1	7	93	0	14	100
